Myeloid diff MLP: myeloid differentiation induction | AID 624256 | 360,000 compounds, 1% hits | calls only at 10 µM | ER-HoxA9 myeloid progenitors, lysozyme-GFP differentiation, flow cytometry;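 active = normalized GFP-positive differentiation at or above the plate's own cutoff, the solvent-only control mean plus 3 SD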;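 also: cells exposed to compound for four days before flow analysis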
NS5 inhibitors: flavivirus cap methylation enzyme inhibition – biochemical, confirmation dose response, primary screen (AID 588689); inhibition, % at 25 µM, or IC50 in µM where a hit was titrated; 340,000 compounds, 0.3% hits; Dengue-2 NS5 methyltransferase capping enzyme assay, biochemical; higher % means a stronger effect; in the data active = a potency from the dose series
NS5 inhibitors pilot replicate: second read-out of NS5 inhibitors, no call of its own (marks repeat the call); inhibition, %; measured here: pilot screen replicate inhibition
Myeloid diff MLP GFP+ MAC1+ %: recorded beside Myeloid diff MLP, whose call it bears; GFP+ MAC1+ double positive, %; measured here: differentiation confirmed by MAC1 staining
* hit, by the source's call; i = inactive. A portion of the library; rates above refer to the full screens.

SMILES	Myeloid diff MLP	Myeloid diff MLP GFP+ MAC1+ %	NS5 inhibitors	others
O=C1NC[C@H](Cc2ccccc2)N(CC2CCN(CCC3CCCC3)CC2)C1=O	i	1.1	1%	NS5 inhibitors pilot replicate=-0.6
Cc1c(C(=O)N2CCN(S(=O)(=O)c3cccs3)CC2)oc2ccc(F)cc12	i	0.5	2%
CN1CCN(S(=O)(=O)c2cccc(C(=O)N(C)C(c3ccccc3)c3ccccc3)c2)CC1	i	1.4	1%
CCCn1c(N)c(N(CCOC)C(=O)CSc2ccccc2)c(=O)[nH]c1=O	i	1.2	3%
CCCCCCCCCCCCN1[C@@H](CC(C)=O)c2cc(F)ccc2S1(=O)=O	i	2.4	-1%
CCc1nc2ccc(C(=O)N(C)CC(=O)Nc3ccccc3C(F)(F)F)cc2nc1CC	i	1.4	-2%
O=c1c2c(-c3cccs3)csc2ncn1/N=C/c1ccccn1	i	0.3	6%
CC(C)(C)S(=O)(=O)N1Cc2cc(=O)n(Cc3ccccc3)c(CCO)c2[C@@H]1CCO	i	0.5	-9%	NS5 inhibitors pilot replicate=1.2
O=C(/C=C/c1ccccc1[N+](=O)[O-])OCC(=O)N1CCCC1	i	0.4	-3%
CCOC(=O)CCCCCC(=O)Nc1ccc2c(c1)C(=O)N([C@@H](C)CO)C[C@H](C)[C@H](CN(C)C(=O)NC(C)C)OCCCC[C@H](C)O2	i	0.4	3%
COc1ccccc1NC(=O)COC(=O)C1CC2CCCC(C1)C2=O (stereo unspecified)	i	1.1	-1%
Cc1ccc(C(=O)CCC(=O)OCC(=O)NNC(=O)c2ccccc2Cl)cc1	i	1.1	-4%
C[C@@H]1O[C@@H](OCCC(=O)O)[C@H](O)C[C@H]1O	i	1.5	-1%
CCN(CC)S(=O)(=O)c1ccc(N2CCOCC2)c(NC(=O)c2cc3ccccc3o2)c1	i	0.9	-4%
CN(CC(=O)Nc1ccccc1Cl)C(=O)COC(=O)c1ccc(C(F)(F)F)cc1	i	1.1	-1%
COCCNCc1cc(C)n(-c2cc(S(=O)(=O)N3CCOCC3)ccc2N2CCCC2)c1C	i	0.1	3%
COc1ccc(-c2ccc(CN3C(C(C)C)C(=O)N(Cc4cn(CCC5OCCCO5)nn4)CCS3(=O)=O)cc2)cn1 (stereo unspecified)	i	0.5	0%
CN(Cc1ccccc1)C(=O)CNC(=O)C12CC3CC(CC(C3)C1)C2	i	1.1	0%
CN(C)S(=O)(=O)c1cccc(NC(=O)CNc2cccc(S(=O)(=O)N3CCCCC3)c2)c1	i	0.8	1%
C=CC(C)(O)CCC=C(C)C (stereo unspecified)	i	3.0	4%
O=C(CC1C[C@H](C(=O)N2CCOCC2)[C@@]2(CCC3CCCC3)c3[nH]c4ccccc4c3CCN2C1=O)NCC12CC3CC(CC(C3)C1)C2 (stereo partly specified)	i	0.9	-4%	NS5 inhibitors pilot replicate=2.1
Cc1cccc(CCN2C(N(C)C)=NC[C@@H]2C)c1	i	1.5	2%
CCOc1ccccc1NC(=O)COc1coc(CN2CCc3ccccc3C2)cc1=O	i	0.7	-10%
CCC(=O)NC(=S)Nc1ccccc1C(F)(F)F	i	0.6	1%
COc1cccc(/C=C/C(=O)OCC(=O)c2ccc(Br)cc2)c1	i	1.5	3%
COc1ccc(S(=O)(=O)N2CCOCC2)cc1NC(=O)C1CC1	i	1.6	10%
O=C(COC(=O)c1n[nH]c2ccccc12)NCCc1ccc(Cl)cc1	i	0.2	-11%
COc1cc(C(=O)Nc2cccc(C)n2)ccc1OCC(=O)N1CCOCC1	i	1.6	1%
CS(=O)(=O)c1ccc(N)c(SSc2cc(S(C)(=O)=O)ccc2N)c1	i	0.8	-15%
CC[C@]12c3[nH]c4cc(CCC(=O)N(C)C)ccc4c3CCN1C(=O)[C@@H](CC(=O)NC(C)(C)C)C[C@@H]2C(=O)N1CCN(C(=O)C2CC2)CC1	i	0.0	3%	NS5 inhibitors pilot replicate=0.9
Cn1c(=O)c2cccnc2c(=O)n1C	i	0.3	1%
COC(=O)[C@@]12CCCN1[C@H](c1ccc(-c3ccc4c(c3)OCO4)cc1)[C@H]1C(=O)N(C)C(=O)[C@H]12	i	0.8	-8%
CCOC(=O)C1CCN(C(=O)c2ccc(N3CCOCC3)c([N+](=O)[O-])c2)CC1	i	0.8	1%
CCOC(=O)c1[nH]c(C)c(C(=O)OCC(=O)NCc2ccc(Cl)cc2)c1C	i	0.5	1%
O=C(CN1CCN(c2cccc(C(F)(F)F)c2)CC1)N(C1CCCC1)C1CCS(=O)(=O)C1 (stereo unspecified)	i	0.4	-4%
CCOc1cc(/C=N/NC(=O)c2ccccc2OCc2ccc(F)cc2)ccc1O	i	0.7	1%
CSCCC(NC(=O)c1ccccc1)C(=O)Nc1ccncc1 (stereo unspecified)	i	1.5	-4%
OCCOCCn1c(C(CO)Nc2nc(-c3ccccc3Br)cs2)nc2ccccc21 (stereo unspecified)	i	1.9	2%
Cc1nc2ccccc2cc1C(=O)NCc1ccccc1	i	0.5	-9%
O=C(NC1CCCCCC1)C1CCN(C(=O)c2ccc(Cl)cc2)CC1	i	1.0	-7%
COc1ccc(C(CNC(=O)COc2c(C)cc(C)cc2C)N2CCOCC2)cc1 (stereo unspecified)	i	0.3	-6%
Cc1cnc(NC(=O)c2ccc(-c3ccc([N+](=O)[O-])cc3)o2)s1	i	0.4	-1%
CNS(=O)(=O)c1cccc(C(=O)OCC(=O)c2c(N)n(Cc3ccccc3)c(=O)n(C)c2=O)c1	i	1.5	-7%
COc1cc(C)cc2c1OC(c1ccccc1)CC2=O (stereo unspecified)	i	1.3	-11%
O=C(NOCc1ccccc1)c1ccc([N+](=O)[O-])cc1	i	0.9	1%
C[C@H](CO)N1C[C@H](C)[C@@H](CN(C)S(=O)(=O)c2cccs2)Oc2c(NS(=O)(=O)c3ccccc3)cccc2C1=O	i	2.0	0%
COc1ccc(CCn2c(-c3cccc([N+](=O)[O-])c3)nc3nc4ccccc4nc32)cc1	i	0.6	12%
CCCC1(C)C(C#N)C(=O)NC(=O)C1C#N (stereo unspecified)	i	1.2	-2%
CCN(CC(=O)Nc1ccc(OC)cc1)CC(=O)Nc1ccc2c(c1)OCO2	i	0.8	-4%
CN(C)CCCNC(=O)CC1C[C@H](C(=O)N2CCOCC2)[C@@]2(CCC3CCCC3)c3[nH]c4ccccc4c3CCN2C1=O (stereo partly specified)	i	1.2	1%	NS5 inhibitors pilot replicate=1.2
CC(C(=O)Nc1ccc(S(=O)(=O)N2CCCC2)cc1)N(C)Cc1ccc(F)cc1 (stereo unspecified)	i	1.0	-8%
Cc1ccc(Nc2nc(N)nc(COC(=O)C3=COCCO3)n2)cc1	i	0.8	-10%
COc1ccc(C2c3c(c(C)c(C)oc3=O)Oc3c(C)c(C)oc(=O)c32)cc1	i	0.3	-6%
CCN(CC)S(=O)(=O)c1cc(NC(=O)C2CC(=O)N(Cc3ccccc3)C2)ccc1Cl (stereo unspecified)	i	0.7	-11%
COc1ccc(/C=C/C(=O)Nc2cccc(S(=O)(=O)NC3=NCCCCC3)c2)c(OC)c1	i	0.8	-1%
CC(C)C(NC(=O)c1ccc(F)cc1)C(=O)N1CCN(c2ccccn2)CC1 (stereo unspecified)	i	0.5	-3%
O=C1CCC[C@H]2c3[nH]c4ccccc4c3CCN12	i	3.5	-4%
Cc1cccc(C(=O)OCC(=O)N2CCCC2=O)c1[N+](=O)[O-]	i	1.2	1%
C[C@@H]1CN([C@H](C)CO)C(=O)c2cc(Br)cnc2O[C@@H]1CN(C)C(=O)Cc1ccccc1	i	0.5	-3%
Cn1c(-c2ncc(F)cc2F)cc2onc(-c3c(F)cccc3Cl)c2c1=O	i	1.0	2%
(next part)
SMILES	Myeloid diff MLP	Myeloid diff MLP GFP+ MAC1+ %	NS5 inhibitors	others
Cc1noc(C)c1NC(=O)N(C)C[C@H]1Oc2ccc(NC(=O)C3CC3)cc2C(=O)N([C@H](C)CO)C[C@@H]1C	i	1.0	7%
CNS(=O)(=O)c1ccc2c(c1)C(=O)c1cc(S(=O)(=O)NC)ccc1CC2	i	0.6	1%
COc1ccc(C(=O)N[C@H](C(=O)OCCCOC(=O)[C@@H](NC(=O)c2ccc(OC)cc2)C(C)C)C(C)C)cc1	i	1.5	4%
CCc1ccccc1NS(=O)(=O)c1ccc2[nH]cc(C(=O)NCc3ccco3)c(=O)c2c1	i	0.6	0%
CC(C)(C)OC(=O)N1CCCC(C(=O)Nc2cccc(C(=O)N3CCCCC3)c2)C1 (stereo unspecified)	i	3.0	0%	NS5 inhibitors pilot replicate=-3.7
Nn1c(SCC(=O)N2CCCCCC2)nnc1-c1ccco1	i	0.5	1%
COc1ccccc1-c1sc2ccccc2c1C#Cc1ccc(N(C)C)cc1	i	1.5	-3%
C[C@@H]1CN(S(=O)(=O)C(C)(C)C)[C@@H](CCO)/C1=C\c1ccccc1	i	0.4	4%	NS5 inhibitors pilot replicate=1.2
Cc1cc(C(=O)N(C)CC(=O)Nc2ccc(Cl)c(C(F)(F)F)c2)no1	i	0.4	0%
O=C(c1ccco1)N1CCN(C(=O)c2cccn3c(=O)c4c5c(sc4nc23)CCCC5)CC1	i	0.2	-9%
COc1ccc(CCNC(=O)COC(=O)c2ccc(S(=O)(=O)N3CCCC3)cc2)cc1OC	i	0.8	-1%
CCCCN1C(=N)N([C@@H](CCC)CN2CCC[C@H]2CN2C(N)=NC[C@@H]2Cc2ccccc2)C[C@H]1[C@H](C)CC	i	0.9	-5%
O=C(C[C@@H]1C/C=C\C[C@H](NC(=O)OCC2c3ccccc3-c3ccccc32)C(=O)OC[C@H]2CCCN2C1=O)N[C@H](CO)Cc1ccccc1	i	0.6	0%
CCC(CC)c1nnc(NC(=O)CSCc2c(C)noc2C)s1	i	0.6	2%
Cc1ccc(S(=O)(=O)N2CCn3cccc3C2C)cc1 (stereo unspecified)	i	0.7	0%
Cc1cc(C(=O)COC(=O)Cc2ccc(Br)cc2)c(C)n1C	i	0.4	-6%
C=CCn1c(SCCN2C(=O)c3ccccc3C2=O)nc2scc(-c3ccc(F)cc3)c2c1=O	i	0.6	-6%
O=C(COc1ccc(S(=O)(=O)N2CCOCC2)cc1Cl)NCc1ccc2c(c1)OCO2	i	0.4	4%
Cc1ccccc1S(=O)(=O)N1[C@@H](c2cccc(Cl)c2)C(C(=O)O)=CC[C@H]1c1ccc(Cl)cc1	i	1.9	22%
CC(C)(C)CNC(=O)[C@]1(C)CCC[C@@]2(C)C3CC[C@@]4(C)C[C@]3(CCC21)CC4=O (stereo partly specified)	i	2.3	-9%

Entries above containing an NH in an aromatic ring:
SMILES	Myeloid diff MLP	Myeloid diff MLP GFP+ MAC1+ %	NS5 inhibitors	others
CCCn1c(N)c(N(CCOC)C(=O)CSc2ccccc2)c(=O)[nH]c1=O	i	1.2	3%
O=C(CC1C[C@H](C(=O)N2CCOCC2)[C@@]2(CCC3CCCC3)c3[nH]c4ccccc4c3CCN2C1=O)NCC12CC3CC(CC(C3)C1)C2 (stereo partly specified)	i	0.9	-4%	NS5 inhibitors pilot replicate=2.1
O=C(COC(=O)c1n[nH]c2ccccc12)NCCc1ccc(Cl)cc1	i	0.2	-11%
CC[C@]12c3[nH]c4cc(CCC(=O)N(C)C)ccc4c3CCN1C(=O)[C@@H](CC(=O)NC(C)(C)C)C[C@@H]2C(=O)N1CCN(C(=O)C2CC2)CC1	i	0.0	3%	NS5 inhibitors pilot replicate=0.9
CCOC(=O)c1[nH]c(C)c(C(=O)OCC(=O)NCc2ccc(Cl)cc2)c1C	i	0.5	1%
CN(C)CCCNC(=O)CC1C[C@H](C(=O)N2CCOCC2)[C@@]2(CCC3CCCC3)c3[nH]c4ccccc4c3CCN2C1=O (stereo partly specified)	i	1.2	1%	NS5 inhibitors pilot replicate=1.2
O=C1CCC[C@H]2c3[nH]c4ccccc4c3CCN12	i	3.5	-4%
CCc1ccccc1NS(=O)(=O)c1ccc2[nH]cc(C(=O)NCc3ccco3)c(=O)c2c1	i	0.6	0%

Following part
SMILES	Myeloid diff MLP	Myeloid diff MLP GFP+ MAC1+ %	NS5 inhibitors	others
CN(CC(=O)Nc1ccc(F)c(F)c1F)C(=O)c1nn(Cc2ccccc2)c(=O)c2ccccc12	i	0.5	2%
CN(C(=O)COC(=O)c1ccc(F)c(S(=O)(=O)N2CCOCC2)c1)C1CCS(=O)(=O)C1 (stereo unspecified)	i	0.6	-7%
COc1ccc(C(=O)N/N=C/c2c(C)nn(-c3ccccc3)c2OC)cc1	i	0.5	7%
CC(Sc1nnc(-c2ccco2)n1C)C(=O)N(C)C1CCCCC1 (stereo unspecified)	i	0.5	8%
Cc1cccc(NS(=O)(=O)c2ccc(C(=O)N3CCC3)cc2)c1C	i	0.4	3%
CC(O)CO (stereo unspecified)	i	0.9	-4%
C#CNC(=O)C1(CC=C)CCNCC1	i	0.1	-1%
CCCNC(=O)c1c(CSc2ccc(Cl)cc2)noc1C(=O)NCc1ccccc1	i	1.3	-3%
COc1ccc(CCN2CC(C(=O)OC(C)C(=O)Nc3cccc(Cl)c3)CC2=O)cc1OC (stereo unspecified)	i	0.1	1%
CC1Cc2ccccc2N1CC(=O)Nc1ccc2c(c1)OCCCO2 (stereo unspecified)	i	1.3	-11%
CCOc1cc(/C=N/NC(=O)c2ccncc2)cc(Br)c1O	i	1.7	1%

5 compounds picked at random from the list so far:
SMILES	Myeloid diff MLP	Myeloid diff MLP GFP+ MAC1+ %	NS5 inhibitors	others
Cc1cccc(NS(=O)(=O)c2ccc(C(=O)N3CCC3)cc2)c1C	i	0.4	3%
CN(CC(=O)Nc1ccc(F)c(F)c1F)C(=O)c1nn(Cc2ccccc2)c(=O)c2ccccc12	i	0.5	2%
CC(Sc1nnc(-c2ccco2)n1C)C(=O)N(C)C1CCCCC1 (stereo unspecified)	i	0.5	8%
CN(C(=O)COC(=O)c1ccc(F)c(S(=O)(=O)N2CCOCC2)c1)C1CCS(=O)(=O)C1 (stereo unspecified)	i	0.6	-7%
CCCNC(=O)c1c(CSc2ccc(Cl)cc2)noc1C(=O)NCc1ccccc1	i	1.3	-3%

Source: PubChem BioAssay
